Compound activity from PubChem.
IkB sig inh: IkB pathway inhibition in ABC-DLBCL cells; ABC-DLBCL IkBa-CBG/CBR dual luciferase ratio, 4 h; response scale: scaled: untreated 0%, proteasome inhibitor 100%; Potency, µM (highest dose often 57.1 µM), inactives show at the highest dose IkBa stabilization activation; 0.04% of 110,000 active; active = well fitted curve in the direction sought with a large enough effect in the signal ratio, not every such curve was filed as active; inconclusive = small, poorly fitted or top-dose-only effect, or a change in a side signal; the % refers to the signal ratio;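 also: the direction sought is a rising ratio; 0% = basal untreated cells and 100% = reference inhibitor full response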
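Curves were fitted separately to fusion (green), unfused (red) and ratio luminescence, then classed by r2, magnitude and activity. Cells: OCI-Ly3, 4 h compound plus doxycycline at 37C; 10 uM MG-132 defined full response.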
p53ts 39C kill: p53ts cell cytotoxicity, nonpermissive temperature | H1299-p53A138V viability at 39C, ATP luminescence, 24 h | Potency, µM (doses to about 46.1 µM), without a hit: at the top dose activity change, negative = cell killing, usual class: cytotoxic | 1.5% of 130,000 active; also: nearly all actives have a fitted effect of over 55% in size
p53ts 32C tox: kills p53ts cells at the permissive temperature; H1299-p53A138V at 32C, ATP luminescence viability, 24 h; Potency, µM (series often up to 46.1 µM), for inactives: top-dose activity change, negative = cytotoxicity, actives largely listed as cytotoxic; 0.93% of 130,000 active; AID 924;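 also: 0% = DMSO and -100% = full killing by reference compound; nearly all actives have a fitted effect of over 55% in size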
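Viability by ATPlite luminescence after 24 h compound treatment (up to 46 uM) at the permissive 32C. Cells are H1299 carrying p53 A138V. Scale runs from DMSO basal to 100 uM tamoxifen as full kill; AC50 from Hill fits.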
Imprint erasure: inducers of genomic imprint erasure in mouse ES cells. 0.02% of 110,000 active. Potency, µM (highest dose often 60.7 µM), for the others: at the highest dose activity change, positive = activation, hits mostly activators. mouse ES Peg3-LacZ reporter, beta-gal luminescence, 40 h;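 also: 0% = negative control wells on the plate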
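Readout: BetaGlo luminescence (5 min, room temp) for LacZ from the normally silent maternal Peg3 allele in female Peg3LacZ-Neo ES cells. Cells 300/well, 40 h, 37C, 5% CO2. Data normalized per plate to negative controls.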
The depositor's hits bear a star; ? = inconclusive; . = not tested or not shown; [ ] = another dose, or the depositor's remark. Unless noted, calls follow the shape of the dose curve; as a rule, active = well fitted curve in the direction sought with a large enough effect; inconclusive = small, poorly fitted or top-dose-only effect, or another doubt; inactive = no such curve, though single readings can be large; an effect the other way counts as inactive or inconclusive. Unless noted, % is scaled to controls: 0 for no effect and ±100 for the full control effect; potency is read from the fitted curve at half-maximal effect.

Order of results – Imprint erasure | IkB sig inh | p53ts 32C tox | p53ts 39C kill
COCCCNC(=O)CCn1c(=O)c2ccccc2n(CC(=O)Nc2c(C)cc(C)cc2C)c1=O
→ 24.9%[10.9 µM] | 7.3% | 9.7% | 29.0%
Cc1ccc2cc3cc(C(=O)N(C)c4ccccc4C)oc3nc2c1
→ -19.0%[10.9 µM] | -1.6% | ? | 10µM*
C=CCn1c(C)nc2c(c1=O)c1nc3ccccc3nc1n2-c1ccc(C)cc1
→ . | . | 21.2% | -15.7%
O=C(Nc1ccccn1)Nc1cccs1
→ -21.5% | 0.2% | -11.2% | -21.8%
C=CCNC(=S)NNC(=O)C(CCCC)CC(C)(C)O (stereo unspecified)
→ . | . | 5.9% | 4.8%
CC1Cc2cc(/C(O)=C3/C(=O)C(=O)N(CCCn4ccnc4)C3c3ccco3)ccc2O1 (stereo unspecified)
→ -15.5% | -3.2% | 4.6% | 14.0%
Cc1ccc(NC(=O)C2CCN(S(=O)(=O)c3cc(-c4noc(C)n4)ccc3C)CC2)c(C)c1
→ -23.5%[10.9 µM] | 1.6% | -0.6% | -13.3%
CCN(CC)S(=O)(=O)c1cccc2cc(C(=O)O)c(O)cc12
→ 7.4% | 0.1% | 1.9% | -10.4%
Cc1cc(C)cc(NC(=O)N2CCC(N3CCN(Cc4ccccc4)C(=O)C3=O)CC2)c1
→ 8.9%[10.9 µM] | 0.5% | 0.2% | -14.6%
Cc1ccc(-c2cc(C(=O)O)n[nH]2)o1
→ . | 3.3% | -11.6% | 1.6%
CCC(=O)N1CCN(CCN=CC2=C(O)CC(c3cccs3)CC2=O)CC1 (stereo unspecified)
→ -7.1% | 1.2% | 5.6% | -1.2%
COc1ccc(OC)c(C2CC(=O)c3c([nH]c(C(=O)OC4CCC(C)CC4)c3C)C2)c1 (stereo unspecified)
→ -6.9%[10.9 µM] | -2.9% | 18.1% | -7.6%
O=C(Nc1ncc2c(n1)CC(c1ccco1)CC2=O)c1ccccc1 (stereo unspecified)
→ -23.0% | -1.3% | -7.1% | 6.2%
COc1ccc(-n2c(CSc3nc(C)cc(C)n3)nnc2SCC(=O)Nc2nccs2)cc1
→ 0.1% | 1.1% | -5.2% | 14.8%
CCc1cccc(-n2c(=O)c3cccnc3n2CC(=O)Nc2ccc(OC)c(Cl)c2)c1
→ 9.5%[10.9 µM] | -1.2% | 10.5% | -2.6%
CCC1Oc2ccccc2N(CC(=O)NCCN2C(C)CCCC2C)C1=O (stereo unspecified)
→ -11.8% | 0.2% | -9.1% | -1.3%
Cn1c(Cn2nnc3ccccc32)nnc1SCC(=O)NCc1ccc2c(c1)OCO2
→ -1.3% | 0.5% | -1.1% | 7.3%
CCOCCCNC(=O)C1CC(=O)N(C2CCCC2)C1 (stereo unspecified)
→ -5.3% | 0.3% | -13.5% | 2.7%
Cn1cnnc1SCC(=O)N(Cc1ccc2c(c1)OCO2)C1(C(=O)NC2CCCCC2)CCCC1
→ -12.9% | -0.5% | 8.1% | 5.9%
CCOC(=O)c1cc(CC)sc1NC(=O)COc1ccccc1C
→ -14.8%[10.9 µM] | 1.8% | -2.4% | 21.1%
COc1ccc(CCNC(=O)c2cnc3ccc(C)cn3c2=O)cc1OC
→ 12.0%[10.9 µM] | 0.3% | 4.9% | 1.2%
Cc1ccccc1C(OCC(O)CN1CCCCC1CCO)c1ccccc1 (stereo unspecified)
→ -10.0% | 0.9% | -11.4% | -12.4%
CC(=O)Oc1cc2oc(=O)cc(C)c2cc1OC(C)=O
→ -26.8% | 3.5% | -10.9% | -27.1%
COc1cccc(Nc2ncc3nc(-c4cn(C)c5ccccc45)c(=O)n(C[C@H]4CCCO4)c3n2)c1
→ 23.0% | 0.8%[11.4 µM] | -1.6% | -9.8%
Cc1cc(NC(=O)c2cccn2-c2nnc(N3CCCCC3)s2)ccc1Br
→ -15.8%[10.9 µM] | ? | -24.3% | ?
O=C(NC1CCCCC1)c1cc2nc(-c3ccco3)cc(C(F)(F)F)n2n1
→ -7.6% | -2.5% | -6.6% | 0.0%
Cc1nn(C)c2c1c(C(F)(F)F)cc(=O)n2CC(=O)N1CCCCC1C (stereo unspecified)
→ -8.4%[10.9 µM] | ? | -4.7% | -13.2%
O=S(=O)(Nc1ccc(Cc2ccncc2)cc1)N1CCCC1
→ -8.9% | -1.8% | 11.7% | 14.7%
COc1ccc(CNC(=O)[C@H](C)[C@@H]2C[C@@]2(C)[C@@H](NC(=O)OCc2ccccc2)c2ccccc2)cc1OC
→ -14.9% | . | 20.1% | 17.4%
Cn1nc(-c2ccc(Cl)cc2)c2cc(C(=O)NC3CC3)sc21
→ 3.3% | -0.3% | -0.2% | -6.7%
CC1OC(n2cc(F)c(=O)[nH]c2=O)C(O)C1O (stereo unspecified)
→ -39.1%[inhibitor] | . | 0.3% | 7.9%
COc1ccc(NC(=O)Cn2c(-c3ccc(F)cc3)cc(C(C)=O)c2C)c(OC)c1
→ -9.7%[10.9 µM] | -0.8% | 6.1% | 8.4%
CCc1cccc(NCc2ccccc2-c2nnc(-c3ccccc3Cl)o2)c1
→ -5.0%[10.9 µM] | 1.0% | 4.5% | -17.6%
O=C(NCc1ccc(Cl)cc1)C(=O)NCC(c1ccc2c(c1)OCO2)N1CCOCC1 (stereo unspecified)
→ 12.3%[10.9 µM] | 2.0% | -0.1% | -20.4%
COc1ccc(OCCn2nnc3sc4c(c3c2=O)CCC(C(C)(C)C)C4)cc1 (stereo unspecified)
→ 6.9%[10.9 µM] | -0.5% | -2.5% | -2.9%
O=C(Nc1ccccc1N1CCN(C(=O)c2ccc(Cl)cc2)CC1)c1ccc2c(c1)OCO2
→ -19.8% | 2.2% | 6.6% | 3.9%
COc1ccc(Cc2nnnn2CC(=O)O)cc1
→ -4.5% | 0.7% | 3.4% | 16.2%
COc1ccc(C2C=C(c3ccccc3)Nc3nc(NC(=O)c4cccc([N+](=O)[O-])c4)nn32)cc1 (stereo unspecified)
→ -9.2%[10.9 µM] | 1.3% | 0.4% | -8.4%
COc1ccc(Cl)cc1NC(=O)CCS(=O)(=O)c1nc(-c2cccs2)cc(C(F)(F)F)n1
→ -12.6%[10.9 µM] | ? | ? | ?
O=C(COc1ccccc1)Nc1nnc2n1CCS2
→ 3.8%[10.9 µM] | ? | 0.3% | -8.7%
Cc1ccc(Cl)cc1N1CCN(CCCNC(=O)c2ccc3nc(N4CCCCC4)sc3c2)CC1
→ -22.5%[10.9 µM] | ? | -2.4% | -4.0%
Cc1ccc(C)c(NC(=O)c2cc(S(=O)(=O)N3CCc4ccccc4C3)ccc2F)c1
→ -11.0%[10.9 µM] | ? | -4.2% | -13.8%
CC(=O)c1ccc(S(=O)(=O)N2CCn3cccc3C2c2ccc(C)cc2)cc1 (stereo unspecified)
→ -6.6%[10.9 µM] | 0.0% | 0.0% | -9.3%
O=C(c1cc(F)c(F)cc1Cl)N1CCOCC1
→ -1.9% | 0.0% | -6.5% | 10.3%
CNC(=O)NC(=O)CSc1cccc(C(F)(F)F)c1
→ -1.4% | 0.4% | -9.5% | -6.4%
Cc1ccc(-c2cc(C(F)(F)F)n3ncc(C(=O)N4CCN(C)CC4)c3n2)cc1
→ -3.5% | 2.0% | 3.0% | 2.8%
O=C1NC(c2ccco2)Nc2ccccc21 (stereo unspecified)
→ . | -2.1% | -6.7% | -10.8%
COc1ccc(C(=O)N2CCC(c3nc4ccccc4o3)CC2)cc1
→ -7.3%[10.9 µM] | 0.7% | -2.7% | -11.4%
Cc1ccc(-c2nonc2NC(=O)c2ccc(F)cc2)cc1C
→ 8.6%[10.9 µM] | ? | 3.6% | 2.0%
COc1ccc(NC(=O)c2c(-c3ccc(C)cc3)nnc3ccccc23)cc1Cl
→ 8.4%[10.9 µM] | -1.8% | 5.8% | -2.8%
COc1ccccc1C(=O)N(c1ccc(C)cc1)S(=O)(=O)c1ccc(Cl)cc1
→ -14.3%[10.9 µM] | ? | 13.7% | 4.9%
CCOC(=O)c1c(NC(=O)CSc2nc(C)cc(C)c2C#N)sc(C(C)=O)c1C
→ -6.6% | -0.3% | -9.7% | -8.9%
O=C(Cn1nnc(-c2ccc3c(c2)OCO3)n1)NCc1ccco1
→ -8.7% | -4.0% | 0.1% | 3.5%
O=C(CSc1nc(=O)[nH]c2c1CCC2)NCc1ccc(Cl)cc1
→ -12.2%[10.9 µM] | 3.0% | 15.4% | -11.9%
COc1ccc(C2(O)CC3CCC(C2)N3c2nc(C)cc(C)c2C#N)cc1 (stereo unspecified)
→ -13.4% | 2.3% | 9.2% | -11.5%
CCNS(=O)(=O)c1ccc(C)c(-n2cnnn2)c1C
→ . | . | -8.0% | 12.5%
CCN(CC)CCN1C(=O)C(O)=C(C(C)=O)C1c1ccccc1 (stereo unspecified)
→ -4.3% | 1.9% | -1.1% | 3.9%
CC1=C(C(=O)N(C)C)C(c2cccs2)NC(=O)N1 (stereo unspecified)
→ . | . | 2.9% | 19.4%
CCOC(=O)c1c(NC(=O)c2csc(C)c2)sc(C(C)=O)c1C
→ -6.4% | 4.4% | 2.7% | 10.6%
Cc1[nH]nc2c1C(C(C)C)C(C#N)=C(N)O2 (stereo unspecified)
→ -4.8% | ? | 2.5% | -13.7%

Later entries
Order of results – Imprint erasure | IkB sig inh | p53ts 32C tox | p53ts 39C kill
CCc1cccc(NC(=O)c2c(C)oc3ncnc(N4CCCCC4)c23)c1
→ 14.9%[10.9 µM] | ? | -5.3% | -9.7%
CCOc1ccc2ncc3c(-c4ccccc4)nn(CC(=O)Nc4cccc(F)c4)c3c2c1
→ -3.5%[10.9 µM] | -0.7% | 1.9% | 12.9%
CCCCOC(=O)/C(C#N)=C\c1ccc(-c2ccc(Cl)cc2)o1
→ -9.8%[10.9 µM] | 5.4% | 1.7% | 8.6%
O=C(CCN1Cc2ccccc2C1)c1ccc2c(c1)OCCO2
→ -36.9%[inhibitor] | ? | -3.3% | 0.2%
COc1cc(NC(=O)CSc2ccc(-c3ccccn3)nn2)cc(OC)c1
→ -18.7%[10.9 µM] | 2.0% | -16.5% | 8.3%
Cc1cc2ncn(/N=C/c3cc(Br)ccc3O)c2cc1C
→ -3.2% | 1.5% | -2.1% | -1.3%
COc1cccc(N(C(=O)c2ccn[nH]2)C2(C(=O)Nc3c(C)cccc3C)CCCCC2)c1
→ 4.8% | 3.4% | 12.3% | 3.3%
CCOC(=O)c1ccc(N2C(=O)c3n[nH]c(-c4cccs4)c3C2c2cccc(OC)c2)cc1 (stereo unspecified)
→ 19.1%[10.9 µM] | ? | 36.1%[activator] | 22.6%
CCCn1c(C)nc2c(NC(C)CN(C)C)nc(C)nc21 (stereo unspecified)
→ -3.1% | . | 2.0% | 22.1%
COc1cccc(CNS(=O)(=O)c2ccc3c(c2)C(C(C)C)C(=O)N3)c1 (stereo unspecified)
→ -10.4%[10.9 µM] | -2.9% | -0.7% | ?
COC(=O)c1ccccc1NC(=O)CN(c1ccc(Cl)cc1)S(=O)(=O)c1ccc(OC)cc1
→ -6.7%[10.9 µM] | 18.9% | 1.7% | -0.5%
CCC(Oc1ccc(C)c(C)c1)C(=O)O (stereo unspecified)
→ 5.2% | 0.5% | 0.9% | 9.7%
COc1ccc(C)cc1Nc1nc(-c2cccc(Cl)c2)c2c(n1)-c1ccccc1OC2
→ -19.0%[10.9 µM] | -1.4% | -10.7% | -7.7%
O=C(O)c1cn(-c2ccccc2)nc1-c1cccnc1
→ -0.4% | -1.3% | -11.9% | 6.1%
